HSP90 inh – inhibitors of HSP90 luciferase refolding in rabbit reticulocyte lysate; luciferase refolding luminescence, 3 h; inhibition, % at 5.6 µM; actives 0.91% (n = 290,000);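 active means inhibition above the screen-wide mean plus 3 SD, computed separately per campaign, cut at about 16% in these data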;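 further: 0% = DMSO wells and 100% = 60 µM geldanamycin wells; inhibitors lower the luminescence because luciferase stays unfolded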
AI-2 QS mod – modulators of Vibrio harveyi AI-2 quorum sensing system. Vibrio harveyi JMH597 AI-2 luminescence/OD600 ratio, 9 h; active compounds read low; strain lacks LuxN and CqsS sensors; 0 = neutral-control median. activity change, % at 7.5 µM. actives 0.4% (n = 300,000); in the data active means activity change below about -75%, passing the limit was not always enough; inconclusive means no clear call, values can overlap the other calls;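 further: luminescence divided by OD600 gain over 9 h not by final OD600 alone; inactives centre near 13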
IEC-6 cytotox – counter-screen for KLF5 inhibitors: cytotoxicity in IEC-6 cells; IEC-6 cytotoxicity, luminescence viability; inhibition, % at 5 µM; actives 0.78% (n = 290,000); in the data active means inhibition above about 22%;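 further: 0% = plate median of test compound wells and 100% = cytotoxic reference compound wells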
HSF1 inhib – HSF1 inhibition; actives 0.77% (n = 300,000); activity change, negative = inhibition, % at 7.5 µM (by protocol); NIH3T3-HGL HSE-luciferase, MG132-induced, luminescence 8 h; active compounds read low;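 active means more than half of replicate wells show activity change below -50%, luminescence cut by over half; inconclusive means some wells, but at most half, below -50%; inactive means no replicate well below -50%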;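 further: luciferase reports HSF-1 transcriptional activity via heat shock element; 0% = median of DMSO wells and -100% = zero luminescence signal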
GSK3B inh – blocks human GSK3beta kinase activity; P49841; GST-GSK3beta kinase, ADP-Glo luminescence, 60 min; active compounds read low; activity score (negative = inhibition), % at 10 µM; actives 0.038% (n = 300,000);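 active means more than half of replicate wells score below -50%, meaning over 50% inhibition versus plate controls; inconclusive means some replicates but at most half score below -50%; inactive means no replicate scores below -50%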;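 further: 0% = median DMSO wells and -100% = median GW8510 positive control wells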
Target sequence (P49841 whole entry, looked up): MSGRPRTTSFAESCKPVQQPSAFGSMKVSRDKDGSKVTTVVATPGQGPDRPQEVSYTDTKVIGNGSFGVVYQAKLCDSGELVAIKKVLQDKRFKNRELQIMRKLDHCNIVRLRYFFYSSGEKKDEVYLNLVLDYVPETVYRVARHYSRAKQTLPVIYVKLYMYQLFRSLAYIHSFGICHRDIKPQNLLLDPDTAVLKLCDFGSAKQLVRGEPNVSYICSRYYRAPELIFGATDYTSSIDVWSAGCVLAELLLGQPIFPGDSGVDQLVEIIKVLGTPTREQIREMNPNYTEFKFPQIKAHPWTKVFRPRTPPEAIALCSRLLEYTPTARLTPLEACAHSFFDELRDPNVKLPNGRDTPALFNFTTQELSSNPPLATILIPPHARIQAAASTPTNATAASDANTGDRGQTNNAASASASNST
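Test system: GST-tagged human GSK3beta kinase, cell-free; evaluation: activity score scaled between in-plate DMSO and GW8510 controls; measured by: ADP-Glo luminescence; incubation: 60 min reaction, RT; benchmarks: DMSO and 20 µM GW8510; reagent: peptide substrate plus 25 µM ATP (final); medium: Tris/MgCl2 kinase buffer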
KLF5 inh – suppresses KLF5 promoter-driven expression; inhibition, % at 5 µM; AID 1700; DLD-1 KLF5 promoter-luciferase reporter, luminescence; actives 0.23% (n = 290,000);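 active means inhibition above a per-plate limit of that plate's mean compound inhibition plus 3 SD, cut at about 60% in these data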;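 further: 0% = DMSO wells and 100% = LY294002 at 200 µM; higher means less KLF5 promoter-driven luciferase light; inactives centre near -14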
GSK3 alpha inh – human GSK-3 alpha kinase inhibition | ADP-Glo luminescence, 60 min | inhibition, % at 10 µM | actives 0.1% (n = 320,000) | AID 2650;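 in the data active means inhibition above about 50%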;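 further: GST-tagged GSK-3 alpha with peptide substrate and 25 µM ATP; 0% = DMSO neutral wells and 100% = GW8510 positive control wells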
Target sequence (P49840 whole entry, looked up): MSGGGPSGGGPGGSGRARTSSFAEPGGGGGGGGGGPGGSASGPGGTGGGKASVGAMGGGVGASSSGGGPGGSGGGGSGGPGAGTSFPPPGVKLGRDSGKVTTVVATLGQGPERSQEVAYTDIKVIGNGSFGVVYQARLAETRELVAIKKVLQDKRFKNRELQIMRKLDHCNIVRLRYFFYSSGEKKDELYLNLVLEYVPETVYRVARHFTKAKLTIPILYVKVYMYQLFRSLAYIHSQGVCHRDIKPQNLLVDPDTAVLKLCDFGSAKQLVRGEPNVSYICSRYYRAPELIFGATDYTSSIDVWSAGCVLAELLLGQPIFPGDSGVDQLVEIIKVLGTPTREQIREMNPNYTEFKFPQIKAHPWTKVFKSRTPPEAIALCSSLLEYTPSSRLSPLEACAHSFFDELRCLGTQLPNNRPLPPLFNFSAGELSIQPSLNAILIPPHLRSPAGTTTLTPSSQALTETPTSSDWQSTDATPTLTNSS
aSyn UTR inh – MLPCN primary screen, SNCA 5' untranslated region; alpha-synuclein 5'UTR reporter, inhibitor activity; inhibition, % (tested at 7.5 µM); actives 0.82% (n = 300,000); AID 1813; in the data active means inhibition above about 60%; inconclusive means no clear call, values can overlap the other calls;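 further: H4 neuroglioblastoma cells stably carrying SNCA 5'UTR luciferase fusion; 0% = DMSO wells and 100% = positive control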
HIF act – HIF pathway transcriptional activation; actives 0.32% (n = 300,000); activation, % at 7.5 µM (by protocol); U2OS HRE-luciferase reporter, luminescence; normalized: DMSO 0%, desferrioxamine 100%;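 active means mean activation of at least 10% of the iron chelator positive control signal, with at least half of replicates also reaching 10%; inconclusive means mean and replicate majority disagree about reaching 10%; inactive means mean and most replicates under 10%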
HSF-1 act – increases HSF-1 driven luciferase reporter signal | actives 1.7% (n = 300,000) | activation, % at 9 µM | NIH3T3-HGL HSF-1 luciferase reporter, MG132, 8 h; 100% = twice DMSO control signal | AID 504408;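 active means mean replicate activation of at least 50% with a set share of replicates each reaching 50%; inconclusive means only one of those two conditions met; inactive means mean below 50% and too few replicates reaching it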;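 further: 0% = median of the neutral control wells and 100% = twice that signal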
* hit, by the source's call; ? = inconclusive; · = no result given.

Start of the data: the first 3 records, ahead of the listing:
SMILES | HSP90 inh | AI-2 QS mod | IEC-6 cytotox | HSF1 inhib | GSK3B inh | KLF5 inh | GSK3 alpha inh | aSyn UTR inh | HIF act | HSF-1 act
O=C(NCC1CCCO1)NC1CCCCC1 (stereo unspecified) | -4 | -5 | 3 | -3 | -6 | -4 | -1 | -11 | 0.8 | 2
O=C(c1ccc(CS(=O)Cc2ccccc2Cl)o1)N1CCN(C2CCCCC2)CC1 (stereo unspecified) | 0 | 10 | 3 | -17 | -1 | -10 | -4 | -74 | 0.7 | -20
O=C1Nc2cc(C(=O)NCCN3CCCCCC3)ccc2S/C1=C\c1ccccc1 | -1 | 9 | 4 | -13 | 1 | 3 | 8 | 55 | 0.3 | -30

The whole of this part (from the top)
SMILES | HSP90 inh | AI-2 QS mod | IEC-6 cytotox | HSF1 inhib | GSK3B inh | KLF5 inh | GSK3 alpha inh | aSyn UTR inh | HIF act | HSF-1 act
O=C(NCC1CCCO1)NC1CCCCC1 (stereo unspecified) | -4 | -5 | 3 | -3 | -6 | -4 | -1 | -11 | 0.8 | 2
O=C(c1ccc(CS(=O)Cc2ccccc2Cl)o1)N1CCN(C2CCCCC2)CC1 (stereo unspecified) | 0 | 10 | 3 | -17 | -1 | -10 | -4 | -74 | 0.7 | -20
O=C1Nc2cc(C(=O)NCCN3CCCCCC3)ccc2S/C1=C\c1ccccc1 | -1 | 9 | 4 | -13 | 1 | 3 | 8 | 55 | 0.3 | -30
O=C(NC1CCCN(Cc2ccccc2F)C1)c1cccs1 (stereo unspecified) | 2 | 5 | -4 | 32 | · | -36 | -1 | 15 | -0.8 | 62*
COc1ccc(CCNCc2cc(C)n(-c3ccc(OC)cc3)c2C)cc1 | 5 | 24 | 0 | 18 | 2 | 8 | 0 | 0 | -37 | 67*
NC(=O)c1ccc(NC(=O)COC(=O)C2(c3ccccc3F)CCCC2)cc1 | -7 | 11 | 3 | 3 | -7 | -39 | 0 | 52 | -0.3 | -5
CCN1CCN(c2c(Cl)cccc2NC(=O)c2ccc(Br)o2)CC1 | 0 | 2 | -4 | -5 | -1 | -17 | 84* | -11 | -0.5 | -23
CCOC(=O)CSC1=C(C#N)C(c2ccco2)C(C(=O)Nc2cccc(C(F)(F)F)c2)=C(C)N1 (stereo unspecified) | 0 | 27 | 6 | 7 | -5 | 1 | -2 | 13 | -0.4 | 9
CCOC(=O)C1(CC2CC2)CCN(C(=O)c2cc(C3CC3)nc3ccccc23)CC1 | 1 | 24 | 2 | 19 | 1 | -24 | 1 | -16 | 1.0 | 19
O=C(CCCc1ccccc1)NCc1ccccn1 | -1 | 1 | -1 | 3 | 2 | -42 | -2 | -4 | 0.3 | -17
O=C(CSc1cn[nH]n1)Nc1nc2ccccc2s1 | -3 | 26 | 2 | 7 | 3 | -97 | 0 | -11 | 1.3 | 18
CC(NC(=O)COC(=O)CCc1ccccc1)c1ccccc1 (stereo unspecified) | 0 | 11 | 0 | -4 | 0 | -11 | 11 | 20 | -0.6 | 1

The closing 2 compounds of the part above open the next one:
SMILES | HSP90 inh | AI-2 QS mod | IEC-6 cytotox | HSF1 inhib | GSK3B inh | KLF5 inh | GSK3 alpha inh | aSyn UTR inh | HIF act | HSF-1 act
O=C(CSc1cn[nH]n1)Nc1nc2ccccc2s1 | -3 | 26 | 2 | 7 | 3 | -97 | 0 | -11 | 1.3 | 18
CC(NC(=O)COC(=O)CCc1ccccc1)c1ccccc1 (stereo unspecified) | 0 | 11 | 0 | -4 | 0 | -11 | 11 | 20 | -0.6 | 1
O=C(CSc1nnc(-c2ccncc2)n1C1CCCCC1)Nc1cccc(O)c1 | -1 | 16 | -4 | 3 | 0 | 25 | 0 | 18 | -0.5 | 5
O=C(CSc1ccsc1[N+](=O)[O-])N1CCN(c2ccccn2)CC1 | 3 | 17 | 6 | 5 | 2 | -5 | -2 | 0 | -0.1 | 31
O=C(N/N=C/C(Cl)=C/c1ccccc1)c1ccccn1 | 4 | -13 | -4 | 13 | -1 | -79 | 4 | -66 | 1.3 | 40
COc1ccccc1N(Cc1cc(=O)[nH]c2ccccc12)C(=O)c1ccc([N+](=O)[O-])cc1 | 1 | 14 | -6 | -4 | 3 | -15 | 1 | 28 | 0.1 | 3
CCCC/C=C/C(NC(=O)c1ccc(C(=O)OC)cc1)c1ccccc1 (stereo unspecified) | · | 10 | · | -2 | -3 | · | -2 | 8 | 0.7 | 1
CC(NC(=O)CCc1nc2cc(S(=O)(=O)N3CCOCC3)ccc2n1C)c1ccc(S(N)(=O)=O)cc1 (stereo unspecified) | -2 | 8 | 0 | -11 | 0 | -20 | 1 | -5 | 0.2 | -20
CN1C(=O)[C@H]2[C@@H](c3ccc(F)cc3)N3C(=O)c4ccccc4NC(=O)[C@@]3(C)[C@H]2C1=O | -2 | 15 | -8 | -3 | 1 | -11 | 0 | 15 | 0.2 | -12
CCc1cc(=O)oc2cc(OCC(=O)NCCCN3CCCC3=O)ccc12 | -2 | 19 | 0 | -4 | -1 | -11 | 0 | 11 | 0.0 | 3
Cc1ccc(NC(=O)CN2CCC3(O)CCCCC3C2c2ccc3c(c2)OCO3)c(C)c1 (stereo unspecified) | 1 | 31 | 1 | -16 | 2 | 16 | 1 | 19 | -0.6 | -11
CC(=O)Nc1nc2ccccc2n1Cc1ccccc1 | -2 | 8 | 8 | 1 | 1 | -20 | -1 | 8 | -1.9 | 12
CCCn1cc(SCC(N)=O)c2ccccc21 | · | 26 | · | 4 | 0 | · | 0 | -20 | 0.1 | -9
Cc1cc(Nc2ccccc2C(=O)O)n(-c2cccc(Cl)c2)n1 | -1 | 35 | 2 | -6 | 1 | 3 | 1 | 17 | -0.2 | -2
O=C(CN1CCN(Cc2ccccc2Cl)C1=O)NCc1ccco1 | 2 | 5 | -4 | 2 | 1 | 6 | -2 | 7 | 0.3 | 26
CC1Cc2cc(/C(O)=C3/C(=O)C(=O)N(CCN4CCOCC4)C3c3ccc(C(C)C)cc3)ccc2O1 (stereo unspecified) | -5 | 16 | -1 | -1 | 0 | -13 | 0 | -3 | 0.1 | 7
CCN(CC(=O)Nc1ccc(N2CCOCC2)cc1)Cc1nc2ccccc2c(=O)[nH]1 | 0 | 11 | -1 | -13 | 0 | 3 | -1 | 21 | -0.1 | -15
FC(F)(F)c1cnc(-c2cnc3c(-c4ccc(Cl)cc4)cnn3c2)c(Cl)c1 | 0 | · | -5 | -1 | · | 2 | 1 | 43 | 0.2 | -11
O=C1CCC/C(=N/NC(=O)C2CCN(S(=O)(=O)c3cccs3)CC2)C1 | -1 | 32 | 0 | 0 | 3 | -12 | -2 | 16 | -0.2 | 15
Cc1ccc(OCCn2cnc(Cl)c2Cl)cc1 | 7 | -4 | 3 | · | 0 | -9 | -3 | · | · | ·
O=C(NCCSc1c[nH]c2ccccc12)c1ccc(Br)o1 | 0 | 35 | 0 | 9 | -1 | -6 | 1 | -10 | 16* | 9
O=C1c2ccccc2NC(c2ccc(-c3ccc(Br)cc3)o2)N1O (stereo unspecified) | -2 | ? | -2 | -11 | -2 | -20 | 2 | 41 | 2.3 | -8
Cc1cccc(C(c2c(C)nn(-c3ccccc3)c2N)c2c(C)nn(-c3ccccc3)c2N)c1 | -3 | 19 | 10 | 68 | 3 | 0 | 0 | 1 | -0.4 | 83*
Cc1n[nH]c(=O)c2c1nnn2Cc1ccccc1Cl | -1 | 11 | 1 | -8 | -3 | -33 | 2 | 5 | -1.5 | 1
COc1ccccc1C(=O)NC(=S)Nc1cccc2cc(O)ccc12 | -2 | 8 | 1 | 7 | 0 | -28 | 4 | -11 | 0.0 | 15
CC(=O)Nc1ccc(Oc2cnccn2)cc1 | 1 | 26 | -1 | -14 | -1 | -26 | 0 | 1 | 0.4 | -6

Single entries from the list.
Reading for `COc1ccccc1C(=O)NC(=S)Nc1cccc2cc(O)ccc12` in HSF-1 act: 15
Reading for `Cc1n[nH]c(=O)c2c1nnn2Cc1ccccc1Cl` in GSK3B inh: -3
Reading for `O=C(NCCSc1c[nH]c2ccccc12)c1ccc(Br)o1` in GSK3B inh: -1

Continuation.
SMILES | HSP90 inh | AI-2 QS mod | IEC-6 cytotox | HSF1 inhib | GSK3B inh | KLF5 inh | GSK3 alpha inh | aSyn UTR inh | HIF act | HSF-1 act
O=C(O)c1ccccc1NCc1cccs1 | 1 | -20 | 3 | -8 | 1 | -38 | -2 | -3 | -0.8 | -1
c1ccc2cc(Sc3ncnc4c3oc3ccccc34)ccc2c1 | -4 | 46 | -7 | 4 | 0 | 5 | -2 | -71 | 0.9 | -15
Cc1ccc(OCC(=O)NCCNC(=O)c2ccccn2)cc1 | 5 | 11 | 2 | -13 | 1 | -60 | -5 | 12 | -0.2 | -30
CC(O)c1nc2ccccc2n1Cc1ccccc1 (stereo unspecified) | -2 | 29 | 4 | 2 | -1 | -5 | -6 | -7 | -0.4 | 16
Nc1nc2ccccc2n1/N=C/c1ccc(Br)cc1 | 5 | 20 | 9 | · | 0 | -72 | 4 | -139 | 2.2 | ·
CCOc1cccc2cc(C(N)=O)c(=NCc3ccccc3)oc12 | 1 | 8 | -2 | -7 | -2 | -5 | -2 | 21 | 0.0 | 2
Cn1c(=O)n(C)c2cc(NC(=O)c3ccc(F)cc3)c(Br)cc21 | 0 | 4 | 5 | -6 | 3 | -34 | 1 | -23 | -9.0 | 12
Cc1scc(C(=O)NCc2ccco2)c1-c1ccccc1 | 3 | 5 | -5 | 28 | -1 | -2 | 0 | 5 | 0.3 | 63*
O=c1c([N+](=O)[O-])cc(C(F)(F)F)cn1Cc1c(Cl)cccc1Cl | 4 | 9 | -7 | -6 | 2 | -31 | -1 | 13 | -0.6 | 2
CCCn1c2ccccc2c2cnn(CC(=O)NC(C)CC)c(=O)c21 (stereo unspecified) | 1 | 451 | 3 | -9 | 1 | -11 | -1 | 5 | 0.7 | -25
C/C(N)=C(/C#N)C(=O)COC(=O)c1ccc(C#N)cc1 | -5 | 2 | -1 | 3 | 2 | -15 | -2 | -11 | -0.9 | 6
CC(C)C[C@H](NC(=O)c1nc[nH]c1C(=O)N[C@@H](CC(C)C)C(=O)OC(C)(C)C)C(=O)OCc1ccccc1 | -7 | 9 | 13 | 6 | 3 | -8 | 0 | ? | 0.4 | -10
O=c1nc(SCc2ccccc2Cl)nc(-c2ccc(Cl)cc2)[nH]1 | 3 | 33 | -3 | -2 | 8 | -14 | -5 | 4 | -1.0 | 15
CCCCn1cc(S(=O)(=O)c2ccccc2)c(=O)c2cc(C)ccc21 | -1 | 39 | 2 | -74* | 3 | -9 | -1 | -14 | 0.1 | -80
O=C(NCCCc1ccccc1)Nc1cccc(Cl)c1 | 8 | -41 | 10 | -2 | 4 | -28 | 2 | -25 | 0.9 | 28
Cc1ccc(C)c(NC(=O)CN(C)S(=O)(=O)c2cccc3cccnc23)c1 | 1 | 9 | 2 | -1 | 1 | 16 | -2 | -2 | -0.2 | -2

Bioassay records from PubChem BioAssay.
